B2AR arrestin: agonists driving beta-arrestin recruitment to human beta2-adrenergic receptor; P07550; beta-arrestin recruitment to beta2AR, cell-based reporter; Potency, µM (highest dose often 46.1 µM), for the others: top-dose activation, usual class: activators; 0.02% of 330,000 active; AID 492947;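 further: potency means the concentration at half of the fitted maximal effect; 0% = DMSO controls and full agonism = EC100 isoproterenol or metaproterenol; nearly all actives have a fitted effect of over 65% in size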
S-ASM inh: inhibitors of human secretory acid sphingomyelinase; placental ASM, HMU-PC fluorogenic substrate, 60 min; Potency, µM (doses to about 57.5 µM), for inactives: top-dose activity change, negative = inhibition, usual class: inhibitors; 0.006% of 340,000 active; further: potency means the concentration at half of the fitted maximal effect
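Human placenta-derived ASM enzyme was preincubated with compound for 10 minutes at room temperature, then given fluorogenic substrate HMU-PC0 (9 uM final) for 60 minutes at 37 °C; a pH 10 stop preceded fluorescence reading at Ex 386/Em 447 nm.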
BRCA1 expr act: increases BRCA1 expression; 1.1% of 380,000 active; Potency, µM (doses to about 46.1 µM), for the others: top-dose activation, hits mostly activators; MCF7-BRCA1-FFLuc reporter, luminescence, 48 h; response scale: scaled: vehicle 0%, 10 µM genistein 100%; further: potency means the concentration at half of the fitted maximal effect; nearly all actives have a fitted effect of over 80% in size; some results filed as inactive show a strong effect at the top dose
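Luminescence from a BRCA1-driven firefly luciferase in MCF7 cells was the read-out, taken 15 min after substrate addition following 48 h compound exposure at 37 °C. Data were normalized to a 10 microM genistein control and DMSO vehicle.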
TSG101-PTAP inh: blocks PTAP/TSG101 interaction to inhibit HIV-1 budding; Fluorescence polarization, FITC-PTAP peptide / Tsg101 binding; Potency, µM (highest dose often 115 µM), without a hit: at the top dose activity change, negative = inhibition, usual class: inhibitors; 340,000 tested, under 10 active; AID 493005; active means well fitted inhibition curve with a large enough effect in the main read-out, with a control signal flat, not every such curve was filed as active; inconclusive means small, poorly fitted or top-dose-only effect, or effect the other way, or a change in a side signal; inactive means no such curve, though single readings can be large or run the other way; further: potency means the concentration at half of the fitted maximal effect; % of control where 0% means no effect
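FP read-out: FITC-PTAP peptide, 50 nM final, binding Tsg101 binding domain, 10 uM final; 20 min, r.t.; 10 mM HEPES pH 7.5, 0.15 M NaCl, 0.01% Tween 20, 3 mM EDTA, 0.1 mM TCEP.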
Integrin act MD: activates integrin-mediated alleviation for muscular dystrophy. Potency, µM (series often up to 38.3 µM), for the others: at the top dose activation, usual class: activators. 0.064% of 350,000 active. AID 624291. alpha7betagal myoblasts, beta-gal FDG fluorescence, 48 h;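 further: potency means the concentration at half of the fitted maximal effect; 100% = response of the positive control SU9516; nearly all actives have a fitted effect of over 60% in size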
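Alpha7betagal+/- myoblasts (passage 13) were plated 16-24 hr, then exposed to compounds (1:260 dilution of DMSO stock) for 48 hours at 37C. After MPER lysis, β-galactosidase reporter activity was read as FDG fluorescence (ex 480/em 540) after 30 minutes.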
USP2a inh: blocks human ubiquitin-specific protease USP2a; AID 463254; USP2 core, Ub-CHOP2 coupled fluorogenic reporter, 485/531; O75604; Potency, µM (titrated, usually from 38.3 µM), without a hit: at the top dose activity change, negative = inhibition, actives largely listed as inhibitors; 0.01% of 330,000 active;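 further: potency means the concentration at half of the fitted maximal effect; plate controls were DMSO wells for no effect and full inhibition by NEM control for full effect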
Target sequence (O75604 whole entry, looked up): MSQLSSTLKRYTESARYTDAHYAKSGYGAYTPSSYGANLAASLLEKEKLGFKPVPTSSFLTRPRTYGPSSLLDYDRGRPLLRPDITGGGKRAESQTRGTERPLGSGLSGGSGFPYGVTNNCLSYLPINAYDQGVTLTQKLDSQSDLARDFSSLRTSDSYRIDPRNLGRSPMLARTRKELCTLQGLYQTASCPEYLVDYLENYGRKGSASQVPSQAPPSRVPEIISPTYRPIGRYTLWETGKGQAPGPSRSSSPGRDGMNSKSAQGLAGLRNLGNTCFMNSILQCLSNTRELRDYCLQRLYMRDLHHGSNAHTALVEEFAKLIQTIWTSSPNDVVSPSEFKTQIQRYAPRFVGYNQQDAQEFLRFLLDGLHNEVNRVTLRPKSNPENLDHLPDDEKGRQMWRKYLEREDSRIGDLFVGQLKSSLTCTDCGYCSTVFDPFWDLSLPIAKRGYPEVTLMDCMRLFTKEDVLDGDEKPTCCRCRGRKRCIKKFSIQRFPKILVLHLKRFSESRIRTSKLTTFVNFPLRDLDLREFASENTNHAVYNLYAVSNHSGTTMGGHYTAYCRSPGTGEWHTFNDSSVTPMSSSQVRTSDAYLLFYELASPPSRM
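Deubiquitinase activity read as fluorescence (485/531 nm) after Ub-CHOP2 cleavage activates the enterokinase reporter on its substrate; USP2 core 10nM, Ub-CHOP2 and substrate 25nM each, 30min compound preincubation then 60min RT; data normalized to NEM, curves fitted.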
uPA generation: cell surface uPA generation inhibition; cell surface uPA generation assay, qHTS; Potency, µM (series often up to 38.3 µM), without a hit: at the highest dose activity change, negative = inhibition, hits mostly inhibitors; 0.31% of 330,000 active; AID 540303; active means well fitted inhibition curve with a large enough effect; inconclusive means small, poorly fitted or top-dose-only effect; inactive means no such curve, though single readings can be large or run the other way; tested in mouse RAW 264.7 cells; further: potency means the concentration at half of the fitted maximal effect; on the % scale 0 is the no-effect control and ±100 the full control effect; nearly all actives have a fitted effect of over 55% in size
ELG1 genotox: genotoxicity induction in ELG1-luciferase HEK293T cells; HEK293T ELG1-luciferase reporter, luminescence, 16 h; Potency, µM (titrated, usually from 46 µM), without a hit: at the top dose activity change, positive = activation, hits mostly activators; 1.3% of 330,000 active; AID 504466; further: potency means the concentration at half of the fitted maximal effect; % of control where 0% means no effect; nearly all actives have a fitted effect of over 60% in size
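DMSO vehicle served as control against compound-treated ELG1-luciferase HEK293T cells; exposure lasted 16 hr at 37 °C and 5% CO2, followed by ONE-Glo luminescence detection after 30 min.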
Eya2 inh: inhibitors of human Eya2 phosphatase activity | 0.006% of 330,000 active | AID 488837 | Potency, µM (highest dose often 76.9 µM), for inactives: at the top dose activity, negative = inhibition, hits mostly inhibitors | recombinant Eya2, OMFP fluorescence dephosphorylation (OMFP is methylfluorescein phosphate); further: potency means the concentration at half of the fitted maximal effect; on the % scale 0 is the no-effect control and ±100 the full control effect
Target sequence (O00167 whole entry, looked up): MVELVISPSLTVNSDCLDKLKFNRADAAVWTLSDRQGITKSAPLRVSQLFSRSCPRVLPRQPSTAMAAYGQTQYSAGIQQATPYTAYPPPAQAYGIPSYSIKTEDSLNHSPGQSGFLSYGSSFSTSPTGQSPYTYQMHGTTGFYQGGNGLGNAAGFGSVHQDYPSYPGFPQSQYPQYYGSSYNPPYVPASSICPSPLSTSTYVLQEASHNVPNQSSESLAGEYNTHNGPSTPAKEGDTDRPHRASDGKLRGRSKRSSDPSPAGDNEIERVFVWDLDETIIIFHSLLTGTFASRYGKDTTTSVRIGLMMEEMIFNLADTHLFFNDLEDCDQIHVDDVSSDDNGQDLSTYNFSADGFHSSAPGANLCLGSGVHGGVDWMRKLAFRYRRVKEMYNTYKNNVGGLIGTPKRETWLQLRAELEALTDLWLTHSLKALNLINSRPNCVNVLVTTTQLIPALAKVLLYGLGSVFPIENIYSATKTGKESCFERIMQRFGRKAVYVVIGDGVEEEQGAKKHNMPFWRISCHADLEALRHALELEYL
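Eya2 protein (added as 0.2 uM solution) was preincubated with compound for 10 min at ambient temperature in 50 mM HEPES pH 7.5, 50 mM NaCl, 5 uM MgCl2, 0.05% BSA, 1 mM DTT. OMFP (added at 50 uM) then reacted 10 min; fluorescence read at 485/525 nm.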
TRPV1 ag: activates the human vanilloid receptor TRPV1. activation, % at 8.33 µM. 0.19% of 320,000 active. TRPV1-expressing cells, Fluo-8 calcium influx, agonist mode. Q8NER1; in the data active means activation above about 80%; inconclusive means between about 30% and that limit; further: 0% is about no effect
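Cells expressing TRPV1 were dye-loaded with Fluo-8 and read kinetically: 10 s baseline, 3 min after compound (agonist portion), then 2 min after EC20 capsaicin (allosteric enhancer portion). Calcium-bound dye fluorescence at 480/520 nm.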
p53 reactivation: mutant p53 re-activation in reporter cells; H1299 p53-A138V BP100-luciferase reporter, luminescence, 24 h; Potency, µM (top dose mostly 92.2 µM), for the others: at the highest dose activity change, positive = activation, hits mostly activators; 0.063% of 320,000 active; AID 504706; further: potency means the concentration at half of the fitted maximal effect; % of control where 0% means no effect; nearly all actives have a fitted effect of over 45% in size
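p53-null H1299 cells stably carrying temperature-sensitive p53-A138V and a BP100-luciferase reporter were pinned with compounds (4-point, 1:5 series) and held 24 hrs at 37 deg C. Luminescence was read 10 min after detection reagent.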
Numbers without * were called inactive. Unless noted, the call rests on the fitted dose curve; in most records, active means well fitted curve in the direction sought with a large enough effect; inconclusive means small, poorly fitted or top-dose-only effect, or another doubt; inactive means no such curve, though single readings can be large; an effect the other way counts as inactive or inconclusive.

For CC(NC(=O)C(=O)NCCCn1ccnc1)c1ccccc1 (stereo not given) the results were B2AR arrestin -1.0%, S-ASM inh 0%, BRCA1 expr act -18%, TSG101-PTAP inh 0%, Integrin act MD 6%, USP2a inh 2%, uPA generation -1%, ELG1 genotox -2%, Eya2 inh 1%, TRPV1 ag -2 and p53 reactivation 1%.
`O=C(NCc1ccc2c(c1)OCO2)c1ccc(CS(=O)Cc2cccc(Cl)c2)o1` (stereo not given) gave B2AR arrestin 0.5%, S-ASM inh -1%, BRCA1 expr act 11%, TSG101-PTAP inh -4%, Integrin act MD inconclusive, USP2a inh 0%, uPA generation 3%, ELG1 genotox -9%, Eya2 inh 0%, TRPV1 ag -1 and p53 reactivation -11%.
For O=C(NCCN1C(=O)C2C3C=CC(C3)C2C1=O)Nc1ccccc1 (stereo not given) the results were B2AR arrestin -0.2%, S-ASM inh -1%, BRCA1 expr act 19%, TSG101-PTAP inh -12%, Integrin act MD 15%, USP2a inh 1%, uPA generation 2%, ELG1 genotox 12%, Eya2 inh -7%, TRPV1 ag 11 and p53 reactivation 3%.
Screening N#Cc1ccccc1Cn1c(=O)n(-c2ccc(CC(=O)NCc3ccco3)cc2)c(=O)c2sccc21 returned B2AR arrestin 5.4%, S-ASM inh 0%, BRCA1 expr act -12%, TSG101-PTAP inh -2%, Integrin act MD 21%, USP2a inh 3%, uPA generation 12%, ELG1 genotox 4%, Eya2 inh -9%, TRPV1 ag -1 and p53 reactivation 5%.
For CC1(c2ccc3c(c2)OCCO3)NC(=O)N(CC(=O)Nc2ccccc2F)C1=O (stereo not given) the results were B2AR arrestin -0.3%, S-ASM inh 2%, BRCA1 expr act -26%, TSG101-PTAP inh -3%, Integrin act MD 8%, USP2a inh 0%, uPA generation -4%, ELG1 genotox -1%, Eya2 inh 5%, TRPV1 ag 5 and p53 reactivation 2%.
Screening COc1ccc(S(=O)(=O)Nc2cc(OC)c(NC(=O)c3ccco3)cc2OC)cc1 returned B2AR arrestin -0.7%, S-ASM inh -1%, BRCA1 expr act -6%, TSG101-PTAP inh -6%, Integrin act MD 39%, USP2a inh 2%, uPA generation 12%, ELG1 genotox -3%, Eya2 inh 5%, TRPV1 ag 3 and p53 reactivation -3%.
Screening CC(C)c1ccc(NC2=CC(=O)CC(C)(C)C2)cc1 returned B2AR arrestin -0.3%, S-ASM inh 5%, BRCA1 expr act 69%, TSG101-PTAP inh -1%, Integrin act MD inconclusive, USP2a inh 1%, uPA generation -5%, ELG1 genotox 0%, Eya2 inh 0%, TRPV1 ag inconclusive and p53 reactivation 12%.
`COCCN(C(=O)COC(=O)CCOc1ccccc1)c1c(N)n(Cc2ccccc2)c(=O)[nH]c1=O` gave B2AR arrestin -0.1%, BRCA1 expr act 0%, TSG101-PTAP inh -2%, Integrin act MD 10%, USP2a inh 0%, uPA generation 7%, ELG1 genotox 0%, Eya2 inh 1%, TRPV1 ag 11 and p53 reactivation -3%.
COCC(=O)Nc1nnc(COc2ccccc2)s1 was read as B2AR arrestin -0.3%, S-ASM inh 1%, BRCA1 expr act 29%, TSG101-PTAP inh -4%, Integrin act MD -7%, USP2a inh 1%, uPA generation 0%, ELG1 genotox 3%, Eya2 inh -12%, TRPV1 ag -1 and p53 reactivation inconclusive.
`Cc1cccc(CC2SC(N)=NC2=O)c1` (stereo not given) gave B2AR arrestin 0.0%, S-ASM inh 0%, BRCA1 expr act 18%, TSG101-PTAP inh 0%, Integrin act MD 9%, USP2a inh 5%, uPA generation -2%, ELG1 genotox 0%, Eya2 inh -1%, TRPV1 ag -3 and p53 reactivation 0%.

Two neighbouring compounds from above, quoted:
COCC(=O)Nc1nnc(COc2ccccc2)s1 was read as B2AR arrestin -0.3%, S-ASM inh 1%, BRCA1 expr act 29%, TSG101-PTAP inh -4%, Integrin act MD -7%, USP2a inh 1%, uPA generation 0%, ELG1 genotox 3%, Eya2 inh -12%, TRPV1 ag -1 and p53 reactivation inconclusive.
`Cc1cccc(CC2SC(N)=NC2=O)c1` (stereo not given) gave B2AR arrestin 0.0%, S-ASM inh 0%, BRCA1 expr act 18%, TSG101-PTAP inh 0%, Integrin act MD 9%, USP2a inh 5%, uPA generation -2%, ELG1 genotox 0%, Eya2 inh -1%, TRPV1 ag -3 and p53 reactivation 0%.

(cont.)
For CCn1c(=O)n(CC)c2cc(N3CCCC3)c(NC(=O)c3cccc(Cl)c3)cc21 the results were B2AR arrestin -0.4%, S-ASM inh 2%, BRCA1 expr act -34%, TSG101-PTAP inh 0%, Integrin act MD 6%, USP2a inh 3%, uPA generation -1%, ELG1 genotox -10%, Eya2 inh -14%, TRPV1 ag 21 and p53 reactivation -14%.
Screening CCOC(=O)C(C)Oc1cccc2c(=O)n(CC(=O)NCCc3ccccc3)ccc12 (stereo not given) returned B2AR arrestin -0.3%, S-ASM inh -1%, BRCA1 expr act -11%, TSG101-PTAP inh 0%, Integrin act MD -14%, USP2a inh 2%, uPA generation -4%, ELG1 genotox -2%, Eya2 inh -16%, TRPV1 ag -8 and p53 reactivation -1%.
`CN(C(=O)CSc1nnc(COc2ccccc2F)n1N)C1CCCCC1` gave B2AR arrestin -0.1%, S-ASM inh 2%, BRCA1 expr act -18%, TSG101-PTAP inh -4%, Integrin act MD -5%, USP2a inh 1%, uPA generation -1%, ELG1 genotox 0%, Eya2 inh 34%, TRPV1 ag 1 and p53 reactivation 0%.
O=c1[nH]oc(O)c1-c1ncc(C(F)(F)F)cc1Cl was read as B2AR arrestin 0.1%, S-ASM inh -4%, BRCA1 expr act -6%, TSG101-PTAP inh -10%, Integrin act MD inconclusive, USP2a inh 2%, uPA generation 0%, ELG1 genotox 4%, Eya2 inh 11%, TRPV1 ag 1 and p53 reactivation 27%.
`CCOC(=O)C1=C(C)N=C2SC(C)C(=O)N2C1c1ccc(C(=O)OC)cc1` (stereo not given) gave B2AR arrestin -0.9%, S-ASM inh -5%, BRCA1 expr act -17%, TSG101-PTAP inh -2%, Integrin act MD 8%, USP2a inh -1%, uPA generation -3%, ELG1 genotox 5%, Eya2 inh 5%, TRPV1 ag 16 and p53 reactivation -18%.
For COc1ccc(Br)cc1S(=O)(=O)NCCN1CCOCC1 the results were B2AR arrestin -0.2%, S-ASM inh 2%, BRCA1 expr act -24%, TSG101-PTAP inh -1%, Integrin act MD 16%, USP2a inh 3%, uPA generation 7%, ELG1 genotox 1%, Eya2 inh 1%, TRPV1 ag 0 and p53 reactivation 8%.
`O=C(CSc1nc2ccccc2c(=O)n1CCCN1CCOCC1)NC12CC3CC(CC(C3)C1)C2` gave B2AR arrestin 0.1%, S-ASM inh -5%, BRCA1 expr act -45%, TSG101-PTAP inh -1%, Integrin act MD 19%, USP2a inh -5%, uPA generation -8%, ELG1 genotox -1%, Eya2 inh 1%, TRPV1 ag inconclusive and p53 reactivation -2%.
`S=C(NCc1ccco1)N/N=C/c1ccc(Cl)cc1` gave B2AR arrestin 0.4%, S-ASM inh -2%, BRCA1 expr act -26%, TSG101-PTAP inh 0%, Integrin act MD -3%, USP2a inh 0%, uPA generation 1%, ELG1 genotox -5%, Eya2 inh -5%, TRPV1 ag 2 and p53 reactivation 25%.
`COc1ccc(CNS(=O)(=O)CCNC(=O)c2ccc(OC)cc2)cc1` gave B2AR arrestin -0.2%, S-ASM inh -3%, BRCA1 expr act 12%, TSG101-PTAP inh -6%, Integrin act MD 17%, USP2a inh 1%, uPA generation -2%, ELG1 genotox -2%, Eya2 inh -3%, TRPV1 ag 14 and p53 reactivation 17%.
For O=c1cc(CO)oc(CN2CCN(CCO)CC2)c1O the results were B2AR arrestin 2.7%, S-ASM inh 5%, BRCA1 expr act -2%, TSG101-PTAP inh -3%, Integrin act MD 20%, USP2a inh 0%, uPA generation 2%, ELG1 genotox 0%, Eya2 inh 4%, TRPV1 ag 0 and p53 reactivation 3%.
Screening CN(C)C(=O)CCc1ccc2c3c([nH]c2c1)[C@]1(C)[C@@H](C(=O)N2CCCCC2)C[C@H](CC(=O)NCc2ccco2)C(=O)N1CC3 returned B2AR arrestin 0.4%, S-ASM inh 3%, BRCA1 expr act 10%, TSG101-PTAP inh -1%, Integrin act MD -8%, USP2a inh 0%, uPA generation 18%, ELG1 genotox 7%, Eya2 inh 2% and p53 reactivation 0%.
Screening O=C1C2(CCC13COC(c1ccc(O)cc1)OC3)COC(c1ccc(O)cc1)OC2 (stereo not given) returned B2AR arrestin 0.0%, S-ASM inh 0%, BRCA1 expr act -33%, TSG101-PTAP inh -3%, Integrin act MD 18%, USP2a inh 1%, ELG1 genotox -3%, Eya2 inh 2%, TRPV1 ag -4 and p53 reactivation -5%.

Screening data from PubChem.

An unsorted share of the library. About 2.6% of those tested had a hit in this group.
